# Coupling enz: qHTS Assay for Inhibitors of Fructose-1,6-bisphosphate Aldolase from Giardia Lamblia: Coupling assay counterscreen. coupling enzyme system counterscreen, AmpLite Red fluorescence. activity change, negative = inhibition, % at 58.2 µM, hits read low. 290,000 tested, 0.67% active. AID 2472, 2010; in the data active = activity change below about -30%; also: % is scaled to controls: 0 for no effect and ±100 for the full control effect
#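 Activity here indicates interference with the coupling reaction, not aldolase inhibition. Compounds at 57.5 uM final met coupling enzymes for 10 min at RT; substrate and AmpLite Red detection followed, with a 525/598 nm fluorescence read after 20 min.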
# Tb PFK block: qHTS Assay to Find Inhibitors of T. brucei phosphofructokinase | T. brucei PFK, ADP-Glo luminescence | ATP-dependent 6-phosphofructokinase (Trypanosoma brucei brucei), O15648 | Potency, µM (top dose mostly 57.5 µM), without a hit: at the highest dose activity, negative = inhibition, usual class: inhibitors | AID 485367, 2010 | 330,000 tested, 0.17% active;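 also: potency is read from the fitted curve at half-maximal effect; 0% = uninhibited 1x PFK enzyme wells and -100% = no-enzyme wells; nearly all actives have a fitted effect of over 60% in size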
#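 PFK 1.25 nM, F6P 0.5 mM, ATP 0.1 mM, 0.1 M TEA pH 8.0, 5 mM MgCl2, 0.01% Tween20, 0.1% BSA; 45 min RT. ADP-Glo readout. qHTS titration up to 57 uM; curves fitted, compounds curve-classed.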
# A-T KAP1 phos: qHTS Assay for Identifying a Potential Treatment of Ataxia-Telangiectasia; […] A-T fibroblasts, KAP-1 phosphorylation AlphaLISA; neocarzinostatin DNA damage 30 min before lysis; Potency, µM (highest dose often 57.5 µM), for the others: top-dose activation, hits mostly activators; 320,000 tested, 0.19% active; also: potency is read from the fitted curve at half-maximal effect; % of control where 0% means no effect; nearly all actives have a fitted effect of over 45% in size
#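 ATM-like activity read as KAP-1 phosphorylation via AlphaLISA donor/acceptor antibody pairs after lysis and 6 hr at 25C. Cells were ATM-null patient fibroblasts ([…], hTERT), dosed 60 min, then exposed to the DSB inducer NCS for 30 min.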
# TSHR antag: Antagonists of the Thyroid Stimulating Hormone Receptor: HTS campaign; activity change, negative = inhibition, % at 11.5 µM; TSHR-expressing cells, TSH-stimulated cAMP HTRF, 2 h; hits give low values; Thyrotropin receptor (Homo sapiens), P16473; 330,000 tested, 0.2% active;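 active = activity change below a set negative limit, meaning inhibition stronger than a set level, cut at about -70% in these data; inconclusive = activity change between two set negative limits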; also: % is scaled to controls: 0 for no effect and ±100 for the full control effect
#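 Competitive HTRF cAMP read-out (cryptate anti-cAMP antibody, cAMP-d2; 30 min, room temperature) in freshly harvested TSHR cells. Compounds added before TSH at EC80 (4nM final), followed by 2 hours' incubation at 37 deg C.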
# Giardia kill: Small Molecules that selectively kill Giardia lamblia: qHTS | Giardia lamblia trophozoite viability | activity change, % at 7.66 µM, hits read low | 340,000 tested, 0.15% active | AID 540267, 2011; in the data active = activity change below about -80%; inconclusive = between about -30% and that limit;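 also: parasites exposed to compound for two days anaerobically before the ATP read; % is scaled to controls: 0 for no effect and ±100 for the full control effect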
#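 Anaerobic 48 hrs incubation at 37 deg C of 100 trophozoites/well with test compounds; ATPLite 1-Step luminescence, 15-30 min RT, reports cellular ATP as viability.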
# BCR signal inh: qHTS Assay to Find Inhibitors of Chronic Active B-Cell Receptor Signaling. Potency, µM (titrated, usually from 46.1 µM), inactives show at the highest dose ratio change, negative = lower green/red ratio, usual class: inhibitors. ABC-DLBCL IkBa-CBG/CBR reporter, luminescence ratio, 4 h. 340,000 tested, 0.05% active; active = well fitted inhibition curve with a large enough effect in the signal ratio, with a control signal flat, not every such curve was filed as active; inconclusive = small, poorly fitted or top-dose-only effect, or effect the other way, or a change in a side signal; the % refers to the signal ratio;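 also: potency is read from the fitted curve at half-maximal effect; plate controls were basal doxycycline-induced cells for no effect and cells given 10 µM MG132 for full effect; MG132 reads +100%, hits lower the ratio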
#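 Compounds up to 46 uM were incubated four hours with TMD8 cells whose green CBG68 luciferase is fused to IkappaBalpha; red CBR luminescence normalised the signal, and concentration-effect curves were fitted to fusion, red and ratio data.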
# TCR activator: Activators of T cell receptors: qHTS campaign; AID 504894, 2011; primary human leukocytes, anti-CD3, IL-2 HTRF, 48 h; 330,000 tested, under 10 active; Potency, µM (doses to about 9.22 µM), for inactives: at the top dose activation of IL-2 secretion, usual class: activators; also: % of control where 0% means no effect
#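 Primary human leukocytes were stimulated with a-CD3 beads plus compounds for 48 hr without co-stimulation; secreted IL-2 was quantified by HTRF using a-IL-2-K (europium cryptate) and a-IL-2-d2, excited at 320nm with acceptor emission read at 665nm.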
# MLL CXXC-DNA inh: qHTS Fluorescence Polarization Assay for Inhibitors of MLL CXXC domain - DNA interaction; Histone-lysine N-methyltransferase 2A (Homo sapiens), Q03164; MLL-CXXC / FITC-HOXA9 DNA fluorescence polarization; Potency, µM (highest dose often 115 µM), inactives show at the highest dose activity change, negative = inhibition, usual class: inhibitors; 290,000 tested, 0.037% active; AID 2662, 2010; active = well fitted inhibition curve with a large enough effect in the polarisation, with a control signal flat, not every such curve was filed as active; inconclusive = small, poorly fitted or top-dose-only effect, or effect the other way, or a change in a side signal; inactive = no such curve, though single readings can be large or run the other way; the % refers to the polarisation; also: potency is read from the fitted curve at half-maximal effect
#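 Steps: dispense CXXC domain solution (7 uM) → pin compounds or unlabeled HOX-A9 DNA control → 5 min ambient → add FLSN-HOX-A9 solution (50 nM) → spin → 30 min ambient → fluorescence polarization. Tris pH 7.5/NaCl/DTT/BSA buffer.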
# GALK inhibitor: qHTS Assay for Inhibitors of Human Galactokinase (GALK); Purified GALK, Kinase-Glo residual ATP luminescence; 270,000 tested, 0.007% active; Potency, µM (titrated, usually from 57.5 µM), inactives show top-dose activity change, negative = inhibition, usual class: inhibitors; P51570; also: potency is read from the fitted curve at half-maximal effect; % is scaled to controls: 0 for no effect and ±100 for the full control effect
#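 GALK at 5 nM final was combined with compound, 35 uM ATP and 100 uM galactose in HEPES pH8.0 with MgCl2 and DTT. The reaction ran one hour at room temperature before luminescent ATP detection.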
# hERG WT inh: qHTS for Inhibitors of KCHN2 3.1: Wildtype qHTS; 340,000 tested, 0.37% active; activity change, % at 1.84 µM; AID 720551, 2013; U2OS, BacMam KCNH2, thallium flux FluxOr; hits give low values;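 active = maximum activity change below -70%; inconclusive = maximum activity change between -70% and -50%; inactive = maximum activity change above -50%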; also: % is scaled to controls: 0 for no effect and ±100 for the full control effect
#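 U2OS cells were transduced with wild-type KCNH2 virus (2.03 x 10^8 / mL) for 4 h at room temperature, then cultured overnight at 37 C. Thallium flux was read with FluxOr dye. Rate constants were normalized to DMSO controls.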
# * hit, by the source's call; ? = inconclusive; . = not tested or not shown; [ ] = another dose, or the depositor's remark. Unless noted, calls follow the shape of the dose curve; as a rule, active = well fitted curve in the direction sought with a large enough effect; inconclusive = small, poorly fitted or top-dose-only effect, or another doubt; inactive = no such curve, though single readings can be large; an effect the other way counts as inactive or inconclusive. This is a random part of the collection. Share with any hit: about 1.6%.
SMILES,Coupling enz,Tb PFK block,A-T KAP1 phos,TSHR antag,Giardia kill,BCR signal inh,TCR activator,MLL CXXC-DNA inh,GALK inhibitor,hERG WT inh
COc1cccc(C(=O)NNC2=CC(=O)CC(C)(C)C2)c1,-8,0%,-4%,32,11,?,1%,13%,.,3
O=C1[C@@H]2Cc3c([nH]c4ccccc34)C(c3cccc([N+](=O)[O-])c3)N2C(=O)CN1CCCO (stereo not given in full),0,1%,-6%,1,-9,-11%,-11%,5%,0%,-20
O=C1CC(c2ccc(Cl)cc2)CC(=O)C1CS(=O)(=O)c1ccccc1 (stereo not given),14,-7%,7%,-37,-22,?,4%,31%[activator],4%,-6
COC(=O)N1CCN(CCc2ccccc2)CC1,2,-1%,0%,0,-28,3%,4%,0%,3%,9
O=C(Cc1ccccc1)NNC(=O)c1cnccn1,3,-9%,1%,2,2,-2%,-1%[46.1 µM],-3%,.,-2
CCOC(=O)c1ccc(NC(=O)COC(=O)c2cccc(Oc3ccccc3)c2)cc1,0,-1%,2%,2,?,-2%,6%[46.1 µM],10%,0%,0
CCOC(=O)Cc1cc(-c2ccc(OC)cc2)nc2ccc3ccccc3c12,-1,6%,14%,8,11,-4%,8%,7%,1%,0
CCc1ccc2oc(-c3cc(N=Cc4cccc(OC)c4O)ccc3O)nc2c1,-2,0%,4%,-4,-12,0%,-13%,-1%,-1%,5
Cc1ccc(-n2cc(C(C)(C)C)[nH]c2=S)cc1,-1,-16%,-4%,-3,-3,4%,-1%,-5%,-1%,-8
C=C1N(c2ccccc2)C(=O)OC1(C)C,3,-3%,5%,7,-12,-7%,-6%[46.1 µM],13%,0%,-8
COc1ccc(-c2nc3ccccc3c(=O)n2NC(=S)N(C)C)cc1,1,-15%,8%,1,-8,4%,3%[46.1 µM],-10%,-1%,6
Cc1ccccc1N1CCN(C(=O)[C@@H]2CCCN2C2=NS(=O)(=O)c3ccccc32)CC1,.,0%,0%,10,-24,-2%,-3%,.,.,-4
COc1ccccc1N1CCN(C(=O)C2CCCN(S(=O)(=O)c3ccc4c(c3)CCCN4C(C)=O)C2)CC1 (stereo not given),1,-1%,7%,17,6,-8%,-4%,-9%,-1%,0
CCOc1ccc(CNc2ccc(S(N)(=O)=O)cc2)cc1,0,-5%,4%,4,16,-2%,-3%,-2%,4%,-7
CC(=O)Nc1ccc(S(=O)(=O)NCCC(=O)Nc2ccc(C)c(F)c2)cc1,2,2%,-2%,6,-2,1%,0%,2%,-1%,5
CCc1ccc(NC(=O)C2CCCN2S(=O)(=O)c2ccc3c(c2)C(C)(C)C(=O)N3C)cc1 (stereo not given),-3,-2%,16%,4,5,-1%,6%,.,.,-9
NC(=S)N/N=C/c1ccccc1[N+](=O)[O-],0,25%,-7%,3,-11,?,-1%,-1%,3%,1
COCCCn1c(SCC(=O)N2CCOCC2)nc2ccccc2c1=O,1,2%,-5%,-3,4,8%,-1%,6%,-1%,-3
CN(C)Cc1c(O)ccc2cc(-c3nc4ccccc4n3C)c(=O)oc12,-3,0%,40%,-1,-1,7%,-28%,-3%,-7%,-5
Cc1c(NC(=O)CN2C(=O)NC(C)(c3ccccc3Cl)C2=O)c(=O)n(-c2ccccc2)n1C (stereo not given),6,3%,-2%,18,-13,-21%,1%[46.1 µM],-3%,-3%,0
COc1cccc(NC(=O)CSc2nnc3ccc(-c4ccncc4)nn23)c1,.,12%,-2%,-8,5,-6%,-19%,.,.,16
Cc1ccc(NC(=O)Cc2ccccc2)cc1S(=O)(=O)N1CCOCC1,.,-3%,-3%,-10,18,-1%,7%,.,.,6
COc1ccc(/C=N/NC(=O)c2nn(-c3ccc(Cl)cc3)c(=O)c3c(N)scc23)cc1,-26,-3%,1%,-9,-1,17%,1%,9%,-3%,15
O=C(CN(C(=O)CCC(=O)Nc1nccs1)c1ccccc1F)NCc1ccc(F)cc1,3,6%,2%,-13,0,-10%,-3%,2%,-3%,-20
COc1ccc(N2CC(C(=O)Nc3cc(C)ccn3)CC2=O)cc1 (stereo not given),2,0%,-6%,5,-9,6%,8%,9%,4%,1
Cc1nnc(SCc2ccc(F)cc2Cl)s1,1,4%,1%,-5,19,-4%,-3%,1%,-2%,0
C=C(C(=O)O)C(CCCCCC)C(=O)O (stereo not given),-13,0%,-9%,2,5,0%,-3%,-8%,3%,-10
CCOC(=O)c1ccc(NC(=S)N2CCSC2c2ccc(Cl)cc2)cc1 (stereo not given),1,-5%,7%,-6,-3,?,-2%[46.1 µM],8%,-2%,-15
CC[C@@]1(C(=O)OC)N[C@H](CN(C)C(=O)Nc2ccc(F)cc2)[C@@H]2C(=O)N(C)C(=O)[C@@H]21,.,-4%,9%,27,-3,-1%,-9%,.,.,-2
CC(=O)c1ccc2c(c1)C1C=CCC1C(c1ccncc1)N2 (stereo not given),-32*,9%,2%,-4,-7,2%,4%,0%,0%,-18
COC(=O)c1ccc(COc2cc(O)c3c(c2)OC(C)(C)CC3=O)cc1,-5,4%,22%,-41,7,?,-3%,0%,2%,-17
CCn1c(-c2ccccc2SC)n[nH]c1=S,-3,-3%,-3%,-7,-2,-1%,-3%,8%,0%,0
Cc1ccc(N=C2C(=O)Nc3ccc(Br)cc32)cc1,-6,-24%,3%,25,-3,?,-4%,12%,.,3
COc1ccc(Cc2nnc(SCc3ccc([N+](=O)[O-])cc3)o2)cc1,4,-17%,2%,-35,-7,-2%,.,10%,3%,-12
CC1=C(C(=O)OCCC(C)C)C(c2ccc3c(c2)OCO3)NC(=O)N1 (stereo not given),-1,-2%,-3%,-11,-20,1%,-2%,-13%,-1%,7
CCOC(=O)/C(=N\Nc1ccccc1[N+](=O)[O-])c1csc(Nc2ccccc2)n1,1,-2%,-1%,-7,-23,?,4%,-2%,14%,-10
O=C(Oc1ccc(/C=N/n2cnnc2)cc1)c1cccc([N+](=O)[O-])c1,2,-5%,-1%,-11,-9,0%,-5%,3%,0%,6
Cc1ccc(CNc2nc(N)c([N+](=O)[O-])c(NCc3ccccc3)n2)cc1,4,3%,-15%,-2,-15,-1%,5%[46.1 µM],4%,3%,8
NS(=O)(=O)c1ccc(NC(=O)COC(=O)Cc2ccc(Cl)cc2)cc1,6,-6%,0%,-1,-29,-1%,-1%,-3%,0%,9
C#CC(C)(CC)NC(=O)Cn1nnc(-c2ccc(S(C)(=O)=O)cc2)n1 (stereo not given),-2,0%,-3%,2,-1,1%,3%,1%,-1%,0
Cc1c(OCC(=O)NCCCN2CCOCC2)ccc2c1oc(=O)c1ccccc12,.,-6%,1%,-3,-11,?,1%,10%,-1%,-7

# 4 entries out of the list, sorted by heavy-atom count, ascending.
SMILES,Coupling enz,Tb PFK block,A-T KAP1 phos,TSHR antag,Giardia kill,BCR signal inh,TCR activator,MLL CXXC-DNA inh,GALK inhibitor,hERG WT inh
NC(=S)N/N=C/c1ccccc1[N+](=O)[O-],0,25%,-7%,3,-11,?,-1%,-1%,3%,1
CC(=O)Nc1ccc(S(=O)(=O)NCCC(=O)Nc2ccc(C)c(F)c2)cc1,2,2%,-2%,6,-2,1%,0%,2%,-1%,5
CCc1ccc2oc(-c3cc(N=Cc4cccc(OC)c4O)ccc3O)nc2c1,-2,0%,4%,-4,-12,0%,-13%,-1%,-1%,5
CCc1ccc(NC(=O)C2CCCN2S(=O)(=O)c2ccc3c(c2)C(C)(C)C(=O)N3C)cc1 (stereo not given),-3,-2%,16%,4,5,-1%,6%,.,.,-9

# Just A-T KAP1 phos, Coupling enz and TSHR antag (2 entries from above):
canonical_smiles,A-T KAP1 phos,Coupling enz,TSHR antag
COC(=O)c1ccc(COc2cc(O)c3c(c2)OC(C)(C)CC3=O)cc1,22%,-5,-41
Cc1c(OCC(=O)NCCCN2CCOCC2)ccc2c1oc(=O)c1ccccc12,1%,.,-3
